Yeast superoxide: yeast age-related superoxide inhibition as caloric restriction mimetic | AID 2690 | superoxide response (% of plate mean), % at 10 µM | S. cerevisiae aged cells, superoxide DHE fluorescence; active compounds read low | hit rate 0.18% among 330,000;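 active = superoxide response under a set limit, about three screen SD below normal, cut at about 65% in these data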;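 also: yeast aged for seven days with compound at 30 °C before DHE staining; 100% = average MFI of all compound-treated wells on the plate with controls excluded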
procasp3 activ: activates human procaspase-3 | recombinant procaspase-3 D3A, Ac-DEVD-pNA absorbance 405 nm | activation, % at 8.5 µM | hit rate 0.11% among 330,000;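 active = activation above the mean of all tested compounds plus 3 SD, cut at about 21% in these data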;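 also: 0% = DMSO alone and 100% = DMSO wells spiked with extra 5 µM PC-3 D3A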
Target sequence (P42574 whole entry D9A/D28A/D175A): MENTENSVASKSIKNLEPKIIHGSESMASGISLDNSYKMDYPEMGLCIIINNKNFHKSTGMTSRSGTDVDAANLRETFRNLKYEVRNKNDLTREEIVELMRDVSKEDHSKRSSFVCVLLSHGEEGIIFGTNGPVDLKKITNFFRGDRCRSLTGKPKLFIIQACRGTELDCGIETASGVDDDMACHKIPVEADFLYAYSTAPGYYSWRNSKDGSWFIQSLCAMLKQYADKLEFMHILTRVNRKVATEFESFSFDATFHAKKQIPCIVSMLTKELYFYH
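material = Procaspase-3 D3A mutant | probe or stimulus = Ac-DEVD-pNA | compound = single dose, 8.5 µM nominal compound, 0.8% DMSO | timing = 1 h preincubation, 2 h reaction | measured by = 405 nm absorbance of p-nitroaniline, reads at 0 and 120 min | benchmarks = DMSO-only low control, 5 µM PC-3 D3A high control | repeats = singlicate, each compound tested once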
JMJD2C inh: human JMJD2C demethylase inhibition. Q9H3R0. GST-JMJD2C(1-420) H3K9me3 demethylation, DELFIA europium. inhibition, % at 2.35 µM. hit rate 0.069% among 330,000. AID 2099;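 active = more than half of a compound's replicate wells show inhibition beyond 50%, single wells judged on their own value; inconclusive = some, but no more than half, of replicates pass 50% inhibition; inactive = no replicate passes 50% inhibition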;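 also: signal counts dimethyl H3K9 product captured on neutravidin plate; 0% = median of DMSO wells and 100% = 0.3 times that DMSO median; strong numbers were not always called active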
Target sequence (Q9H3R0 1-420 limits assumed): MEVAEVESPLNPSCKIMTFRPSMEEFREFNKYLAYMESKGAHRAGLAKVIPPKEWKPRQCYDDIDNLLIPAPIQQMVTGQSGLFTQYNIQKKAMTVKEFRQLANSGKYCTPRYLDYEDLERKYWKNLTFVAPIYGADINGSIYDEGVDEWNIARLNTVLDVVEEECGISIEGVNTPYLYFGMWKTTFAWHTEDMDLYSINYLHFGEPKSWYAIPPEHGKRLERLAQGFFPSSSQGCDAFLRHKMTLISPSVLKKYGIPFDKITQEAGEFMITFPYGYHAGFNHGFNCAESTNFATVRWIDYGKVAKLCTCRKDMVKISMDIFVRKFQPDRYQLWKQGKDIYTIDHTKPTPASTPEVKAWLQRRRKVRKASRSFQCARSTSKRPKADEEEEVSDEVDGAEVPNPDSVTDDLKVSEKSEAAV
AHR act: human AHR activation | hit rate 2.5% among 320,000 | activation, % at 5 µM | AHR-responsive luciferase reporter cells, luminescence | P35869 | AID 2796; in the data active = activation above about 47%;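 also: 0% = vehicle wells and 100% = reference agonist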
MEP2 TOR yeast: modulators of TOR pathway MEP2-GFP in S. cerevisiae. hit rate 0.51% among 330,000. AID 2016. S. cerevisiae MEP2-GFP strain, flow cytometry GFP, 3 h; 100% = DMSO control level. GFP response vs DMSO, % at 10 µM;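 active = GFP response versus DMSO above a set limit, roughly screen mean plus 3 SD, cut at about 180% in these data; inconclusive = fewer than 70 cells counted for a yeast strain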;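 also: median GFP fluorescence of the barcode-gated MEP2-GFP cells per well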
RPL19A-GFP yeast: modulators of TOR pathway RPL19A-GFP in S. cerevisiae; S. cerevisiae RPL19A-GFP strain, flow cytometry, 3 h; active compounds read low; percent response vs DMSO, % at 10 µM; hit rate 0.3% among 330,000; AID 2025;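 active = percent response vs DMSO below 50%; inconclusive = fewer than 70 events counted for the yeast strain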;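 also: median channel GFP fluorescence of the barcoded RPL19A-GFP strain; ratio of sample median GFP to plate DMSO average so 100% = DMSO; lower means less RPL19A-GFP as with rapamycin TOR inhibition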
LAP4 TOR yeast: modulators of TOR pathway LAP4-GFP in S. cerevisiae | S. cerevisiae LAP4-GFP multiplex, flow cytometry GFP, 3 h; median GFP as percent of DMSO wells | hit rate 0.34% among 320,000 | AID 2023 | GFP response vs DMSO, % at 10 µM;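 active = GFP response vs DMSO above a set limit, about the screen mean plus 3 SD, cut at about 150% in these data; inconclusive = under 70 cell events counted for the yeast strain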
proCasp7 act: counter-screen for procaspase-3 activators: activators of human procaspase-7 | hit rate 0.093% among 330,000 | recombinant procaspase-7, Ac-DEVD-pNA absorbance 405 nm; D23A/D198A/D206A triple mutant, cannot self-cleave; scale: DMSO 0, 5 µM enzyme 100 | activation, % at 8.5 µM | P55210;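 active = percent activation above the screen-wide mean plus 3 SD, cut at about 25% in these data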
Target sequence (P55210 whole entry D23A/D198A/D206A): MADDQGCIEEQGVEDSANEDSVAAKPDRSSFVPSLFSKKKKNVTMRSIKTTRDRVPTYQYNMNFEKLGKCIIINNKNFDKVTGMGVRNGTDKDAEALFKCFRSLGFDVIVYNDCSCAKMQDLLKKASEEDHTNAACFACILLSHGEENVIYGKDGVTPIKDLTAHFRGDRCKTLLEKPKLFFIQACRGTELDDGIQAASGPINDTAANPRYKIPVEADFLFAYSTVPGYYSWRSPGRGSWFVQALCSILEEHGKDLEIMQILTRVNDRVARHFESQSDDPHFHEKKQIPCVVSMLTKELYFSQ
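Test system: Procaspase-7 triple mutant (PC-7 D3A). Also added: Ac-DEVD-pNA substrate, 400 µM as added. Schedule: 1 h enzyme–compound preincubation and 2 h substrate reaction, both 25 °C. Signal: p-Nitroaniline absorbance at 405 nm, read at 0 and 120 min. Control set: low DMSO alone, high DMSO plus 5 µM PC-7.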
Starred values were filed as active, the others as inactive; ? = inconclusive; · = no result given; & = joins results of further samples; [ ] = remark or other dose.

SMILES	Yeast superoxide	procasp3 activ	JMJD2C inh	AHR act	MEP2 TOR yeast	RPL19A-GFP yeast	LAP4 TOR yeast	proCasp7 act
Nc1nnnn1/N=C/c1cccc(Oc2ccccc2)c1	98	1	3	0	96	99	97	3
COc1cc(S(=O)(=O)N2CCN(c3ccccc3F)CC2)c(OC)cc1Cl	88	-4	-21&-26	-3	92	92	101	0
COc1ccc(Cl)cc1NC(=O)C1CSC(c2ccncc2)=N1 (stereo not drawn)	111	4	·	36	95	103	95	6
O=C(O)C(Oc1ccc2c3c(c(=O)oc2c1)CCC3)c1ccccc1 (stereo not drawn)	95	3	-14	4	96	94	92	5
Cc1nc2ccccc2n1CCC(=O)O	91	19	-2	1	110	99	97	-10
Cc1ccccc1C(=O)NCC(c1ccco1)N1CCc2ccccc2C1 (stereo not drawn)	97	-13	-12	1	99	100	100	8
O=c1[nH]nc(SCc2ccccc2)c(=O)[nH]1	97	1	5	-3	107	104	103	-1
Cc1cc(C(=O)CSc2nnc(-c3ccncc3)n2-c2ccccc2)c(C)n1C	90	-7	-11	-1	283*[may fluoresce violet]	15*[may fluoresce violet]	98[may fluoresce violet]	1
CCN(CC)c1ccc(/C=N/NC(=O)CN2CCCc3ccccc32)cc1	86	0	12	32	101	104	94	-1
CCOC(=O)C1(Cc2cccc(OC)c2)CCCN(Cc2cnn(C)c2)C1 (stereo not drawn)	80	10	-18	3	103	102	97	1
CCOC(=O)c1cc(CC)sc1NC(=O)CC1SC(N)=NC1=O (stereo not drawn)	104	3	2	-2	103	100	91	6
O=C(NC1CSCC1OC(=O)c1ccccc1)c1ccccc1 (stereo not drawn)	109	7	-8	0	100	98	107	7
O=C(NC1CCCCC1)C1CCCN(S(=O)(=O)c2ccc(Br)s2)C1 (stereo not drawn)	101	3	-10	2	102	95	98	-3
Cc1ccc2cc3c(N)c(C(=O)N4CC(=O)Nc5ccccc54)sc3nc2c1	92	4	-5	20	113	98	97	-13
Cc1ccc(S(=O)(=O)N2CCN(C(=O)c3ccc(-n4cncn4)c([N+](=O)[O-])c3)CC2)cc1	92	-7	-2	-4	97	100	102	-6

With a hit mark in RPL19A-GFP yeast (from the list above):
compound,procasp3 activ,JMJD2C inh,AHR act,MEP2 TOR yeast,RPL19A-GFP yeast,LAP4 TOR yeast
Cc1cc(C(=O)CSc2nnc(-c3ccncc3)n2-c2ccccc2)c(C)n1C,-7,-11,-1,283*[may fluoresce violet],15*[may fluoresce violet],98[may fluoresce violet]

Next part.
SMILES	Yeast superoxide	procasp3 activ	JMJD2C inh	AHR act	MEP2 TOR yeast	RPL19A-GFP yeast	LAP4 TOR yeast	proCasp7 act
COc1ccccc1C(=O)Nc1nnc(-c2ccc3c(c2)CCCC3)o1	109	2	6	52*	98	96	110	6
Nc1nc2ccccc2n1/N=C/c1cccnc1	105	-10	11	32	97	94	97	7
Cc1[nH]oc(=O)c1N=Nc1c(Cl)cccc1Cl	108	-3	2	0	114	110	109	-20
O=[N+]([O-])c1cccc(S(=O)(=O)N2CCN(S(=O)(=O)N3CCOCC3)CC2)c1	99	3	13	-3	108	108	100	10
Cc1cc(-c2ccco2)n2c(nc3ccccc32)c1C#N	96	7	12	27	104	100	104	-1
Cc1nnc(SCC(=O)N2c3ccccc3CC2C)s1 (stereo not drawn)	105	-7	5	4	108	99	119	9
O=C(c1ccccc1)n1c(=O)c(F)cn(COCCBr)c1=O	104	1	-4	-2	102	99	98	-13
O=[N+]([O-])c1ccc(C(O)CSC(=S)N2CCCCC2)cc1 (stereo not drawn)	111	-3	-9	1	107	101	118	5
COc1ccc(C(=O)CC(=O)C(=O)Nc2cc(Cl)c(OC)cc2OC)cc1	93	-5	1	77*	98	95	107	-8
CN(C)CCOC(=O)c1cccc(Br)c1	88	2	3	0	100	96	95	10
COC(=O)C(NC=O)C(O)(Cc1ccccc1)C(F)(F)F (stereo not drawn)	108	1	·	19	109	95	107	-12
Cc1csc(NC(=O)c2ccc[nH]c2=O)n1	98	-5	0	2	112	107	103	-2
C[C@H](CO)N1C[C@H](C)[C@@H](CN(C)C(=O)NC2CCCCC2)Oc2ccc(NC(=O)Nc3ccccc3)cc2C1=O	81	-1	·	0	95	94	112	12
CCN(CC)CCCNC(=O)c1nn(-c2ccccc2OC)c(=O)c2ccccc12	94	8	-4	-5	101	102	103	7
CCS(=O)(=O)N1CCCC(C(=O)NCCCOC(C)C)C1 (stereo not drawn)	100	13	-8	-1	102	99	104	7
COc1ccc(S(=O)(=O)NCc2cccnc2)cc1C(=O)N1CCCCC1	100	-4	9	-6	96	93	92	5
CC(C)Cn1cc(C(=O)N2CCC(C)CC2)c2c3ccccc3n(C)c2c1=O	100	6	1	5	98	98	104	-4
O=C(Cc1ccccc1)NC(NCCc1ccccc1)C(Cl)(Cl)Cl (stereo not drawn)	96	-2	-2	5	96	95	89	-3
CC(C)(C)N1C(=O)c2ccc(C(=O)Nc3cc(C(=O)O)cc(C(=O)O)c3)cc2C1=O	98	1	5	2	109	105	97	4
Cc1cc(C(=O)COC(=O)c2ccc[nH]c2=O)c(C)n1C1CC1	92	-2	-4	1	97	98	98	3
COc1ccc(NC(=O)Nc2c(O)ccc3ccccc23)cc1	105	-2	2	67*	?	22*[may fluoresce violet]	96[may fluoresce violet]	-16
NS(=O)(=O)c1cc2c(cc1Cl)NC(C1CC3C=CC1C3)NS2(=O)=O (stereo not drawn)	98	-2	·	-2	94	96	108	-2
C(=N\n1cnnc1)/c1ccc2ncccc2c1	89	-4	-7	2	96	89	89	-10
COc1ccc(-c2c(-c3cc(OC)cc(OC)c3)n(C)c3ccc(-c4cnc(N)nc4)cc23)cc1	107	-3	·	-2	94	96	91	0
CN(C)c1ccc(/C=N/NC(=O)CNC(=O)/C=C/c2ccccc2)cc1	95	4	12	7	91	109	76	2
COc1ccccc1NC(=O)CN(C)S(=O)(=O)c1ccc(F)cc1	77	-1	-6	1	102	100	97	2
O=C(c1cc(F)c(F)cc1Cl)N1CCCc2ccccc21	87	-9	-16	1	106	103	108	3
CC1CCC(NC(=O)Nc2cccs2)CC1 (stereo not drawn)	102	-8	2	12	104	99	102	11
CN(C)S(=O)(=O)N1CCC(CO)(CCc2ccccc2)CC1	78	5	-6	2	80	88	84	7
CCOc1ccc(NC(=O)CC2C(=O)N(C)C(=S)N2CCCc2ccccc2)cc1 (stereo not drawn)	112	-2	-1	3	105	101	97	-1
COc1ccc(-n2nc(N)c3c(=O)oc(N(C)C)nc32)cc1	104	3	-2	3	105	102	79	7
O=C(/C=C/c1ccc(Cl)cc1)NCc1ccco1	101	-2	8	14	114	99	101	-11
N#Cc1nc(Cc2cccc3ccccc23)oc1NCCCN1CCOCC1	86	7	3	4	106	102	100	-6
COc1ccccc1CNC(=O)CCCn1nc(C)n2ccnc2c1=O	83	2	2	0	120	99	105	4
CCC(=O)NC1CCN(C(=S)NC)CC1	92	12	-4	-1	103	97	100	2
O=C(CN1CCC(Cc2ccccc2)CC1)NC(=O)NCc1ccco1	91	1	-23	-1	106	101	91	10
Nc1nc(SCC(=O)NCCOCCO)nc2sc3c(c12)CCCC3	93	4	8	2	107	102	104	3
Oc1ccc(/C=N/N2CCCCC2)c(O)c1O	92	-21	-16	2	103	101	99	-26
O=C1C=C(c2cc(Cl)cc(Cl)c2)C[C@@H](c2ccc3c(c2)OCO3)C1	109	4	-6	30	99	96	95	4
O=C(NCCc1ccccc1)C1CCCN1S(=O)(=O)c1ccc(F)cc1 (stereo not drawn)	95	-1	3	0	101	97	89	0
O=C(Nn1c(Cc2ccccc2)nc2ccccc2c1=O)c1c(O)c2cccc3c2n(c1=O)CCC3	89	2	-2	0	91	95	103	0
Cn1c(=O)cc(Cl)[nH]c1=O	89	-1	13	-1	99	88	86	12
COc1ccc(C(=O)NCCCN(C)CCCNC(=O)c2ccc(OC)cc2)cc1	103	6	2	3	102	102	98	3
COc1cccc(/C=N/NC(=O)CCCC(=O)NC2CCCCC2)c1	94	9	-24	6	102	100	97	4
Cc1cc(N2CCCC2)nc2ccccc12	100	1	1	4	108	102	92	3
COC(=O)CC(C(=O)Nc1cc(C(=O)OC)cc(C(=O)OC)c1)N1CCN(C)CC1 (stereo not drawn)	110	-7	7	2	102	100	101	9
N#CCCN1CCN(C2=NC(=O)C(=C3CCCCC3)S2)CC1	113	-1	-6	2	108	102	103	7
O=C(NCc1ccncc1)C1CCN(S(=O)(=O)c2ccccc2)CC1	102	3	-2	-1	105	103	101	18
O=C1C2C(C(=O)N1/N=C/c1ccc(N3CCCCC3)o1)C1C=CC2C12CC2 (stereo not drawn)	101	-1	-1	-2	97	102	86	-1
CC(=O)c1ccc(NC(=S)N2CCN(c3ccccn3)CC2)cc1	105	-6	8	1	102	106	90	3
O=C(Nc1ccccc1N1CCCCC1)c1cccc([N+](=O)[O-])c1	101	1	35	5	95	96	95	5
CCc1cccc(OCC2Cn3c(nc4c3c(=O)[nH]c(=O)n4C)O2)c1 (stereo not drawn)	99	6	-3	8	116[may fluoresce violet]	100[may fluoresce violet]	89[may fluoresce violet]	-7
Cc1ccc(-c2nc3ncccn3c2Nc2ccc3c(c2)OCCO3)o1	104	9	19	7	88	94	·	-3
COc1ccc(C)cc1NC(=O)C1CC(=O)N(Cc2ccco2)C1 (stereo not drawn)	100	-3	1	13	108	95	99	-6
COc1ccc(/C=C2\SC(=O)N(CC(=O)NN3CCN(C)CC3)C2=O)cc1OC	106	-6	6	2	113	96	116	-6
Clc1cccc(C2=NOC(c3nnc(-c4ccccc4)o3)C2)c1 (stereo not drawn)	112	-6	21	-8	89	98	146	3
CC(=O)N1CCCc2cc(S(=O)(=O)N(C)CCC#N)ccc21	91	1	-19	4	107	101	104	12
COc1ccc(-c2[nH]ncc2CN2CCCO2)c(F)c1	111	-6	-16	3	96	96	97	-10
Cc1cnc(C(=O)NC(Cc2ccccc2)c2ccccc2)cn1 (stereo not drawn)	99	-1	-7	0	100	95	104	4
CCOC(=O)c1c(C)[nH]c(C(=O)COC(=O)CCC(=O)c2ccc3c(c2)OCCO3)c1C	90	-3	13	27	100	104	108	-4
(next part)
SMILES	Yeast superoxide	procasp3 activ	JMJD2C inh	AHR act	MEP2 TOR yeast	RPL19A-GFP yeast	LAP4 TOR yeast	proCasp7 act
COc1ccc(CN=Cc2c(C(F)(F)F)[nH][nH]c2=O)cc1	98	-4	4	1	103	103	101	-1
Cc1ccc(-c2nc(C(=O)NC3CCCCCC3)no2)cc1	104	-7	1	3	100	98	94	5
COc1cc2[nH]c(C(=O)N3CCc4ccccc4C3)cc2c(OC)c1OC	110	4	16	0	92	101	98	5
Cc1cc(C)cc(OCC(=O)Nc2ccc(N3CCOCC3)cc2N2CCOCC2)c1	89	2	7	2	104	101	106	3
CCOC(=O)C1=C(C)Nc2nc3ccccc3n2C1c1ccncc1 (stereo not drawn)	103	-3	-8	12	98	101	99	6
Cc1cc(=O)c2ccc3ccccc3c2[nH]1	106	7	11	17	105	98	94	-9
COC(=O)CNC(=O)CCCCC(=O)NCC(=O)OC	101	-2	1	0	98	90	89	3
O=C(O)CCC(=O)N1CCN(c2nc3ccccc3s2)CC1	98	1	-3	-2	89	96	87	5

Bioassay records: PubChem BioAssay, several laboratories
